Source: PubChem (National Center for Advancing Translational Sciences (NCATS))
MmCpn inh = blocks the Methanococcus maripaludis chaperonin Mm-Cpn | purified Mm-Cpn ATPase, ADP Transcreener TR-FRET | Potency, µM (highest dose often 76.9 µM), without a hit: top-dose activity, negative = inhibition, usual class: inhibitors | 330,000 tested, 0.031% active; further: potency means the concentration at half of the fitted maximal effect; on the % scale 0 is the no-effect control and ±100 the full control effect; nearly all actives have a fitted effect of over 80% in size
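Quantitative HTS used 25 nM Mm-CPN and 10 uM ATP in magnesium/KCl Tris buffer, pH 7.4, with 1 mM DTT. Hydrolysis ran 30 min at 37°C; ADP was read by HTRF.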
EPAC2 antagonist = antagonists of human EPAC2; Q8WZA2; EPAC2 GEF exchange of Rap1B-BODIPY-GDP, fluorescence; Potency, µM (doses to about 114 µM), for inactives: top-dose activity, negative = inhibition, hits mostly inhibitors; 360,000 tested, 0.18% active; further: potency means the concentration at half of the fitted maximal effect; on the % scale 0 is the no-effect control and ±100 the full control effect; nearly all actives have a fitted effect of over 45% in size; many of its hits are not listed in these tables
PLK1 PBD inh = PLK1 (human) polo-box domain binding inhibition; P53350; Plk1 PBD binding of FITC phosphopeptide, fluorescence polarization; Potency, µM, inactives show max response, negative = inhibition, hits mostly inhibitors; 360,000 tested, 2.8% active; further: potency means the concentration at half of the fitted maximal effect; series mostly up to about 57 µM; on the % scale 0 is the no-effect control and ±100 the full control effect; nearly all actives have a fitted effect of over 65% in size
Target sequence (P53350 whole entry, looked up, the tested form may be a part): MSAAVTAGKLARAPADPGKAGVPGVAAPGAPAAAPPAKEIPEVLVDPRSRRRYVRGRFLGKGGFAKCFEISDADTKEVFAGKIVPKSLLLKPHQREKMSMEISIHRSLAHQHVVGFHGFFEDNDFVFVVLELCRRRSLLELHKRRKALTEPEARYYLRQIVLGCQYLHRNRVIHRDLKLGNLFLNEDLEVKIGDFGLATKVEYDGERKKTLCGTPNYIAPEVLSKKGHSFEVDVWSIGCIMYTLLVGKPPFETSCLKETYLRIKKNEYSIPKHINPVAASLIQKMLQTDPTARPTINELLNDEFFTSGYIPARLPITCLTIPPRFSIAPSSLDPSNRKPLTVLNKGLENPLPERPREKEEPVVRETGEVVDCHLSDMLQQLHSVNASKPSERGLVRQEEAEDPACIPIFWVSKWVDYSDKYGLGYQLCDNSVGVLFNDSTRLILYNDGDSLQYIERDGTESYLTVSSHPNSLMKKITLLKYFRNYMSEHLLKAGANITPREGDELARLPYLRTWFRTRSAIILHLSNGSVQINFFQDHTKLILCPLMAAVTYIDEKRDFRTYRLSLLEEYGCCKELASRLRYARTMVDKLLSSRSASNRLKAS
CCT modulator = cytosolic chaperonin activity modulation | purified chaperonin ATPase assay, HTRF ADP detection, 30 min | activity change, % (test concentration not listed), hits read low | 360,000 tested, 0.3% active; in the data active means activity change below about -30%; further: on the % scale 0 is the no-effect control and ±100 the full control effect
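TRiC (40 or 20 nM final, by batch activity) in 30 mM Tris pH 7.4, 100 mM KCl, 5 mM MgCl2, 1 mM DTT was treated with compound at 76 uM single dose, then 10 uM ATP, 30 min at 37 °C. ADP was read by HTRF Transcreener.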
EPAC1 agonist = EPAC1 (human) agonism | O95398 | EPAC1 agonist qHTS, biochemical assay; response scale: 100% = response to 6.5 mM cAMP | Potency, µM (highest dose often 154 µM), without a hit: top-dose activation, most hits filed as activators | 360,000 tested, 0.073% active | AID 720707; further: potency means the concentration at half of the fitted maximal effect; nearly all actives have a fitted effect of over 60% in size
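Read-out is the fluorescence drop as BODIPY-GDP leaves Rap1B (480 nm excitation, 540 nm emission), recorded every 5 minutes over 30 minutes. Reactions held 100 nM EPAC1, 250 nM Rap1B–BODIPY-GDP and 50 uM GDP, with 6.5 mM cAMP setting full activation.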
PI5P4K alpha inh = inhibitors of human PI5P4K alpha | P48426 | PI5P4Kalpha enzyme, ADP-Glo luminescence, 60 min; active compounds read low | max response, % | 330,000 tested, 1.2% active; active means max response of -50% or lower; inconclusive means between -30% and -50%; inactive means -30% or higher; further: value at the top dose of about 77 µM; on the % scale 0 is the no-effect control and ±100 the full control effect
Target sequence (P48426 whole entry, looked up): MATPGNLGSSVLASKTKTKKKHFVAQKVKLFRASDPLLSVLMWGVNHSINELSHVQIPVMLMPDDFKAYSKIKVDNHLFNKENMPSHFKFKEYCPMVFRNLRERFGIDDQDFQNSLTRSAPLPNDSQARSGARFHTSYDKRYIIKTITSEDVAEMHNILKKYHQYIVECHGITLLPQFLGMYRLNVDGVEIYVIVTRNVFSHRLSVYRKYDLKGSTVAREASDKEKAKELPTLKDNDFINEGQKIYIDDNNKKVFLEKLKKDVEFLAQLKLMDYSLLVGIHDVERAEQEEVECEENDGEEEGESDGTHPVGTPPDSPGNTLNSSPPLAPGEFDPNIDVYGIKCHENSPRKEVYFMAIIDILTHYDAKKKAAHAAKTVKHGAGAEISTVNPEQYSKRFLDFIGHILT
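qHTS, 1536-well: enzyme/substrate mix, compound by pin tool, 5 microM ATP final; RT 60 min; ADP-Glo reagents 1 (45 min) then 2 (30 min); luminescence.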
WRN inhibitor = WRN helicase (human) inhibition; Q14191; WRN helicase unwinding, fluorescent forked duplex, kinetic; Potency, µM (titrated, usually from 114 µM), without a hit: top-dose activity change, negative = inhibition, actives largely listed as inhibitors; 360,000 tested, 0.46% active; further: potency means the concentration at half of the fitted maximal effect; on the % scale 0 is the no-effect control and ±100 the full control effect; nearly all actives have a fitted effect of over 55% in size
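Kinetic red-fluorescence monitoring (525/598 nm) tracks WRN helicase activity after 100 nM fluorophore-quencher forked duplex and 2 mM ATP are added to 20 nM enzyme pretreated 15 min at room temperature with compound.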
EPAC1 antagonist = antagonists of human EPAC1. O95398. 360,000 tested, 0.14% active. Potency, µM (highest dose often 115 µM), without a hit: at the top dose activity change, negative = inhibition, actives largely listed as inhibitors. EPAC1 GEF assay, Rap1b-BODIPY-GDP exchange fluorescence. AID 720709;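 further: potency means the concentration at half of the fitted maximal effect; plate controls were vehicle for no effect and positive control for full effect; nearly all actives have a fitted effect of over 50% in size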
The depositor's hits bear a star; u = inconclusive; x = no result given; [ ] = another dose, or the depositor's remark. Unless noted, the call rests on the fitted dose curve; in most records, active means well fitted curve in the direction sought with a large enough effect; inconclusive means small, poorly fitted or top-dose-only effect, or another doubt; inactive means no such curve, though single readings can be large; an effect the other way counts as inactive or inconclusive.

SMILES	MmCpn inh	EPAC2 antagonist	PLK1 PBD inh	CCT modulator	EPAC1 agonist	PI5P4K alpha inh	WRN inhibitor	EPAC1 antagonist
COc1ccc(C(=O)Nc2ccccc2)cc1NC(=O)c1cccs1	-6%	-3%	-4%	-7.3	5%	-4	-16%	-27%
Cc1ccc(S(=O)(=O)NCc2n[nH]c(=S)n2C)cc1	1%	-1%	-8%	-4.1	3%	-4	0%	-4%
CC(CN1CCCCC1)OC(=O)CCc1ccccc1 (stereo not given)	-2%	-14%	-8%	-2.2	9%	1	11%	6%
CC(=O)Nc1ccc2c(c1)[nH]c(=O)c1ccccc12	x	9%	6%	0.1	1%	-8	-10%	-5%
COC(=O)c1ccc(Cn2cc(/C=C\[N+](=O)[O-])c3ccccc32)o1	-2%	2%	u	3.3	0%	0	-23%	-21%
COc1ccc(C(=O)NCCNc2nc3cc(C)c(C)cc3cc2C)cc1	2%	1%	-13%	-12	8%	1	0%	-2%
CCCC[C@@H]1CNC(=O)C(=O)N1CC1CCCCC1	x	6%	-14%	-3.0	-8%	0	2%	-27%
O=C(CN1C(=O)NC2(CCCC2)C1=O)NNC(=O)c1ccc(F)cc1	2%	-13%	4%	-0.3	-7%	-2	5%	4%
COCCn1nc2cc(C(=O)NCc3cc(C(F)(F)F)cc(C(F)(F)F)c3)ccc2c1OC	u	-4%	-3%	1.3	-22%	0	-1%	-8%
Cc1ccc(OCC(=O)c2cc(C)n(Cc3cccs3)c2C)c([N+](=O)[O-])n1	3%	-7%	-6%	0.8	-1%	-5	4%	1%
O=C(Nc1ccon1)c1cc2ccccc2oc1=O	2%	4%	-16%	-2.0	5%	x	-9%	7%
COc1cccc(NC(=O)n2nc(N)cc2-c2ccc(Cl)cc2)c1	-2%	-9%	-6%	-1.0	1%	-10	4%	-1%
Nc1ccc(N=Nc2ccccc2)cc1[N+](=O)[O-]	x	2%	-11%	-3.2	8%	9	0%	-9%
Cn1c(=NC(=O)C(C)(C)C)sc2cccc(F)c21	-2%	-2%	-12%	-3.4	-6%	4	3%	1%
CCOc1c(Br)cc(Br)cc1/C=C1\SC(N)=NC1=O	1%	13%	2%	-1.6	16%	-7	-2%	-7%
Cc1ccc(/C=N/NC(=O)CSc2nc3ccccc3c(=O)n2-c2ccccc2)s1	2%	7%	-1%	0.0	0%	0	4%	8%
COCCN1CCN(C(=O)C2CCC(=O)N(Cc3ccc(Cl)cc3)C2)CC1 (stereo not given)	2%	3%	-14%	-3.3	12%	3	-4%	9%
CC(=O)OC[C@H]1O[C@@H](O[C@H]2C[C@]3(C)C(C[C@@H](O)C4C([C@]5(C)CC[C@@H](C(C)(C)O)O5)CC[C@]43C)[C@@]3(C)CC[C@H](O)C(C)(C)C23)[C@H](O[C@@H]2O[C@@H](C)[C@H](O)[C@@H](O)[C@H]2O)[C@@H](O)[C@@H]1O (stereo not given in full)	1%	7%	3%	1.3	0%	1	0%	-12%
Cc1ccc(S(=O)(=O)N2CCN(C(=O)c3cccc(-n4cccc4)c3)CC2)cc1	-2%	14%	-11%	2.1	-5%	-52*	u	-25%
CCc1nnc(N2C(=O)c3ccccc3C2(O)c2ccccc2)s1 (stereo not given)	0%	1%	-7%	1.9	-3%	-6	3%	-4%
Cc1ccc(C(=O)Nc2ccc(Oc3ccc(C(=O)O)c(C(=O)O)c3)cc2)cc1C	1%	-5%	u	-0.5	6%	2	u	-13%
COc1ccccc1C(=O)N(Cc1sccc1C)C1CCS(=O)(=O)C1 (stereo not given)	1%	-1%	-2%	-0.7	3%	1	3%	-16%
Cn1c(SCC(=O)Nc2ccccc2F)nnc1-c1cccnc1	2%	5%	-4%	-0.1	2%	1	2%	-2%
COc1ccc(Sc2ccc(/C=C3\C(=O)NN(c4ccccc4)C3=O)o2)cc1	-2%	-7%	6µM*	-2.2	10%	u	u	u
Cc1ccccc1NC(=S)/C(=C(\[O-])c1ccc(C)c([N+](=O)[O-])c1)[n+]1ccccc1	1%	19%	-10%	0.4	0%	1	2%	0%
CN(CC(=O)Nc1cccc(F)c1)C(=O)c1cc([N+](=O)[O-])ccc1N1CCOCC1	0%	-2%	-2%	1.0	-6%	0	-4%	5%
CCNc1cc(=O)n(C)c(=O)n1C	0%	3%	-2%	-0.7	4%	4	-8%	-6%
CCCC(=O)Nc1ccc(-c2cnc(-c3ccc(NC(=O)CCC)cc3)nc2)cc1	1%	13%	-5%	-0.3	-5%	2	9%	4%
Oc1ccccc1CNCCCNCc1ccccc1O	-2%	7%	-10%	-1.5	2%	0	-5%	0%
CCCc1ccc(C2C3=C(CC(C)(C)CC3=O)NC3=C2C(=O)c2ccccc23)cc1 (stereo not given)	-3%	-9%	-13%	-2.4	3%	x	-11%	-7%
CCOc1ccc(C(=O)CCC(=O)NCC(=O)Nc2ccc(F)c(F)c2F)cc1	x	-3%	-21%	0.2	-14%	-2	-1%	15%
O=C(NC1CCCC1)C(c1cccs1)N(C(=O)c1ccco1)c1ccc2c(c1)OCO2 (stereo not given)	-1%	12%	-8%	3.1	13%	-2	7%[57.1 µM]	17%
O=Cc1ccc(-c2cccc([N+](=O)[O-])c2)o1	0%	7%	-2%	2.7	-7%	14	-5%	-16%
COc1ccc(NC(=O)c2cccc(Cn3cc(Br)c([N+](=O)[O-])n3)c2)c(C)c1	1%	-4%	-1%	0.9	-3%	2	-7%	4%
COc1ccc(C)cc1N(C(=O)CNC(=O)c1ccco1)C(C(=O)NC1CCCC1)c1cccnc1 (stereo not given)	-1%	-6%	-9%	-1.5	4%	-13	4%	-1%
O=C(O)CCc1ccc(-c2ccc(Br)cc2)n1Cc1ccco1	0%	8%	u	-0.8	-1%	x	-12%[57.1 µM]	0%
O=S(=O)(/C=C/c1ccccc1)Nc1ccc(F)cc1	4%	-17%	-10%	-3.8	-8%	-5	4%	-22%
C=C(NC(C)=O)c1c(F)cccc1F	1%	-2%	-9%	1.7	9%	3	-3%	5%
COc1ccccc1N(CC(=O)NCC1CCCO1)C(=O)Cn1nnc(-c2cccs2)n1 (stereo not given)	-3%	-4%	-9%	-0.3	-9%	-3	7%	4%
N/C(=N\OC(=O)N1CCOCC1)c1ccccc1	-1%	15%	-5%	3.3	0%	x	-14%[57.1 µM]	14%
CCOC(=O)N1CCC(=NNc2ccc(S(=O)(=O)N3CCOCC3)cc2[N+](=O)[O-])CC1	3%	-1%	-6%	-3.7	-2%	-1	3%	-3%
O=C(COC(=O)c1ccc(NS(=O)(=O)c2ccc3c(c2)OCCO3)cc1)NC1CC1	-2%	-7%	-6%	-3.0	-7%	-6	-3%	-19%
CCc1nc2c(OCc3ccc(Cl)cc3)cccn2c1N(C)C(=O)c1ccc(C)cc1	x	u	-12%	-1.5	-1%	0	-5%	-16%
CCCC1(C(=O)O)NC(c2ccc(OC)cc2O)C2C(=O)N(c3ccc(OC)cc3)C(=O)C21 (stereo not given)	0%	-1%	-1%	1.3	4%	3	2%	-18%
COc1cccc(NC(=O)N(C)C[C@H]2OCc3cn(nn3)CCCC(=O)N([C@@H](C)CO)C[C@@H]2C)c1	x	-5%	-6%	-1.1	-18%	-1	-12%	-24%
COC(=O)Cc1c(O)ccn(CCc2c[nH]c3ccccc23)c1=O	-2%	3%	-1%	0.4	23%	-3	3%	2%
O=C(N/N=C/c1ccccc1O)c1cccc(C(F)(F)F)c1	-3%	-9%	2%	-0.1	-10%	4	-21%[57.1 µM]	7.9µM*
COc1cccc(-c2cc3nc(-c4ccccc4)cc(N4CCN(C(=O)c5ccoc5)CC4)n3n2)c1	x	2%	-14%	0.7	9%	-3	-9%	u
COc1ccc(-n2c(C)c(C)c3c(NCCO)ncnc32)cc1	1%	12%	-3%	-3.4	1%	-9	-2%	-23%
COCCN=C1N[C@@H](c2cccc(C(F)(F)F)c2)C(C(=O)OC)=C(C)N1Cc1ccccc1	-2%	1%	-9%	-3.3	-3%	1	-1%	u
Nc1ccc2c(c1)[nH]c(=O)c1ccccc12	x	-9%	-6%	-2.2	7%	-21	-7%	-7%
O=Cc1c(Sc2ccccc2)nc2ccccn2c1=O	0%	9%	3.4µM*	-2.6	-9%	u	10%	-18%
Cn1ccc2c(N3CCOCC3)cc3c(c21)C1CCC3C1 (stereo not given)	x	-4%	0%	0.1	-1%	-1	-2%	-26%
CC(CC(=O)Nc1ccc(C(N)=O)cc1)c1ccccc1 (stereo not given)	0%	1%	u	-2.2	9%	-14	-21%	-19%
CCOc1ccc(Br)cc1C(=O)Nc1ccc(C(=O)NCC(C)C)cc1	-9%	-12%	-4%	-1.9	-6%	1	-5%	-13%
C=C1C(O)C[C@@H](C(C)C)N(CC(C)C)S1(=O)=O (stereo not given in full)	x	-4%	-3%	0.4	-17%	-8	2%	-24%
CN(CC(=O)Nc1ccccc1Cl)C(=O)c1ccc(COc2ccccc2)cc1	0%	-1%	-3%	-3.9	4%	0	3%	-9%
Cn1c(=O)c2c([nH]c(=S)n2CCCc2ccccc2)n(C)c1=O	-3%	2%	-30%	-2.7	-3%	-94*	7%	-3%
O=C1CCC(=O)N1c1cccc(-c2nc3ccccc3o2)c1	2%	16%	-10%	0.0	9%	-1	-9%	u
CN(CCOC(=O)/C=C/c1ccccc1)C(C)(C)C	-1%	12%	1%	1.5	9%	-6	5%	9%

Two compounds from above, limited to EPAC1 agonist.
canonical_smiles	EPAC1 agonist
CCCC1(C(=O)O)NC(c2ccc(OC)cc2O)C2C(=O)N(c3ccc(OC)cc3)C(=O)C21 (stereo not given)	4%
COc1cccc(NC(=O)N(C)C[C@H]2OCc3cn(nn3)CCCC(=O)N([C@@H](C)CO)C[C@@H]2C)c1	-18%

The listing continues.
SMILES	MmCpn inh	EPAC2 antagonist	PLK1 PBD inh	CCT modulator	EPAC1 agonist	PI5P4K alpha inh	WRN inhibitor	EPAC1 antagonist
Cc1onc(-c2c(F)cccc2Cl)c1C(=O)NCCc1ccncc1	-1%	2%	-7%	-2.6	9%	-3	-20%	2%
COc1ccc2ccccc2c1CN1CCN(Cc2ccccc2)CC1	1%	-6%	0%	-3.7	11%	x	-7%	-3%
Cc1ccc(NS(=O)(=O)c2cccc(C(=O)Nc3cc(C)on3)c2)cc1	-1%	u	-22%	-2.3	6%	-7	3%	-4%
CN(CC(=O)N1CCN(Cc2ccccc2)CC1)C(=O)Cc1cccc2ccccc12	-4%	14%	-3%	1.8	-5%	5	6%	8%

Only part of the results is shown; count on the stated rates, not on these rows.
